# Screening data as filed in PubChem.
# APE1 inh – blocks human APE1 abasic DNA cleavage; 0.35% of 350,000 active; P27695; recombinant APE1, TAMRA/BHQ-2 abasic DNA cleavage fluorescence; Potency, µM (top dose mostly 65.8 µM), inactives show top-dose activity change, negative = inhibition, usual class: inhibitors;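 further: plate controls were vehicle for no effect and reference inhibitor for full effect; nearly all actives have a fitted effect of over 55% in size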
# Target sequence (P27695 whole entry, looked up): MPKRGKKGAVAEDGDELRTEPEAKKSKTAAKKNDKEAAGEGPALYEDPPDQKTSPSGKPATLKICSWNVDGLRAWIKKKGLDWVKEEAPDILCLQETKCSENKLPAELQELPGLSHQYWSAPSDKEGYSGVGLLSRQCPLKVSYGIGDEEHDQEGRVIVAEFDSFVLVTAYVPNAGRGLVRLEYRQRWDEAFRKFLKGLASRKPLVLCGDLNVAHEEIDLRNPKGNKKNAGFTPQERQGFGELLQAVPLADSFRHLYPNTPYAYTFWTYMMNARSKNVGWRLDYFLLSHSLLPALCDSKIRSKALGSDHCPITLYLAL
#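 APE1 at 0.75 nM final was preincubated with compound 15 min at room temperature, then 50 nM double-stranded THF abasic-site substrate (5'-TAMRA/3'-BHQ-2) was added. Fluorescence (ex 525/em 598 nm) was read kinetically; third-minus-first read gave activity.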
# Apoferritin bind – binds horse apoferritin like a general anesthetic | P02791 | apoferritin/1-aminoanthracene competitive binding, fluorescence | Potency, µM (titrated, usually from 77.5 µM), without a hit: top-dose activity change, negative = displacement, hits mostly inhibitors | 0.074% of 350,000 active | AID 485281; further: on the % scale 0 is the no-effect control and ±100 the full control effect; nearly all actives have a fitted effect of over 20% in size
# Target sequence (P02791 2-175 limits assumed): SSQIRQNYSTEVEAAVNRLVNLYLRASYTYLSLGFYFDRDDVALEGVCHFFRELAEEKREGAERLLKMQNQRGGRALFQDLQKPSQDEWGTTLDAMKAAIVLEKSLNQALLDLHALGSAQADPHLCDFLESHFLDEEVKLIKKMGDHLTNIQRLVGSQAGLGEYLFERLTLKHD
#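 Horse-spleen apoferritin (10 uM) was mixed with 50% saturated 1-aminoanthracene in PBS, exposed to compounds for 10 min at room temperature, and read for fluorescence (ex 380 nm, em 535 nm). Competitive displacement was fitted with a four-parameter Hill equation.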
# POLI inh – DNA polymerase iota (human) inhibition | Q9UNA4 | Pol iota fluorescent replication assay, 10 min | Potency, µM (top dose mostly 115 µM), without a hit: at the top dose activity, negative = inhibition, usual class: inhibitors | 1% of 390,000 active | AID 588590
#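 Pol iota at 10 nM preincubated 15 min with compounds at room temperature; reaction started with fluorescent substrate, 50 nM final. Fluorescence read kinetically at 0 and 10 min; buffer-only wells as negative control.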
# Pol beta inh – inhibitors of human DNA polymerase beta | Potency, µM (highest dose often 114 µM), without a hit: at the top dose activity change, negative = inhibition, actives largely listed as inhibitors | Pol beta primer extension/strand displacement, fluorescence kinetic | P06746 | AID 485314 | 1.3% of 340,000 active; further: on the % scale 0 is the no-effect control and ±100 the full control effect
#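 Curves were derived by four-parameter Hill fits of normalized qHTS data. The kinetic fluorescent primer-extension read was taken at 0 and 10 min after 50 nM substrate, following a 15 min room-temperature preincubation of 10 nM enzyme with compounds.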
# Pol eta inh – inhibitors of human DNA polymerase eta. Q9Y253. recombinant Pol eta, fluorescent DNA replication assay. Potency, µM (series often up to 114 µM), for inactives: top-dose activity change, negative = inhibition, actives largely listed as inhibitors. 1.2% of 390,000 active; further: on the % scale 0 is the no-effect control and ±100 the full control effect
#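 Pol eta (10 nM) was preincubated with compounds for 15 min at room temperature, after which fluorescent replication substrate (50 nM final) was added to start the reaction. Fluorescence was read kinetically at 0 and 10 min.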
# BLM inh – blocks DNA unwinding by human BLM helicase. Potency, µM (series often up to 56.1 µM), for inactives: at the highest dose activity change, negative = inhibition, usual class: inhibitors. P54132. 0.2% of 350,000 active. recombinant BLM DNA unwinding, fluorescence dequenching;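 further: plate controls were vehicle for no effect and no enzyme for full effect; nearly all actives have a fitted effect of over 35% in size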
# POLK inh – blocks human DNA polymerase kappa activity; Q9UBT6; purified Pol kappa, fluorescent DNA synthesis assay, 10 min; Potency, µM (titrated, usually from 107 µM), for inactives: at the top dose activity, negative = inhibition, hits mostly inhibitors; 0.53% of 400,000 active; AID 588579; further: on the % scale 0 is the no-effect control and ±100 the full control effect
#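 Here, compound and 10 nM enzyme are combined for 15 min at room temperature; adding 50 nM substrate (final) starts DNA synthesis, tracked by fluorescence at 0 and 10 min against buffer-only wells.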
# BAZ2B inh – inhibitors of human BAZ2B bromodomain | 4.4% of 360,000 active | Q9UIF8 | Potency, µM (series often up to 114 µM), inactives show at the top dose activity change, negative = inhibition, actives largely listed as inhibitors | AlphaScreen BAZ2B-H3K14Ac peptide displacement; further: on the % scale 0 is the no-effect control and ±100 the full control effect; nearly all actives have a fitted effect of over 60% in size
#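 BAZ2B 50 nM plus b-H3(5-23)K14Ac 50 nM, PBS pH 7.4/0.01% Tween-20, 30 min RT; compound added (max 110 uM), 30 min RT; streptavidin donor/Ni-chelate acceptor beads 10 ug/mL final, 20 min dark; AlphaScreen read.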
# G9a inh – blocks human histone lysine methyltransferase G9a; 8.8% of 350,000 active; AID 504332; G9a H3K9 monomethylation, AlphaScreen, 2 h; Potency, µM (series often up to 102 µM), for the others: top-dose activity, negative = inhibition, actives largely listed as inhibitors; further: on the % scale 0 is the no-effect control and ±100 the full control effect; nearly all actives have a fitted effect of over 75% in size
# Target sequence (Q96KQ7 913-1193 limits assumed): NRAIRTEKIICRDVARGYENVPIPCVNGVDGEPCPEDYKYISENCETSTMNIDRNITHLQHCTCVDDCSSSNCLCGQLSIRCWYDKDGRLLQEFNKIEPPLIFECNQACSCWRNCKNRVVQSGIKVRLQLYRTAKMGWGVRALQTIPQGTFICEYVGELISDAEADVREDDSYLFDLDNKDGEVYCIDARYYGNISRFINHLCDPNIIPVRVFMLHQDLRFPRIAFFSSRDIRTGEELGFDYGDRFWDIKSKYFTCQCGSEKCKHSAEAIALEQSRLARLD
#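 AlphaScreen detection with an anti-monomethyl H3K9 antibody quantified product after a 2 h room-temperature reaction containing 500 nM biotinylated H3K9 peptide, 20 µM SAM and 20 nM enzyme, which had been preincubated 15 min with compound.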
# * hit, by the source's call; ? = inconclusive; · = not tested or not shown; & = joins results of further samples; [ ] = remark or other dose. The call rests on the fitted dose curve; in most records, active means well fitted curve in the direction sought with a large enough effect; inconclusive means small, poorly fitted or top-dose-only effect, or another doubt; inactive means no such curve, though single readings can be large; an effect the other way counts as inactive or inconclusive. Potency means the concentration at half of the fitted maximal effect. Not all compounds are listed, so the mix of outcomes need not match the whole.
SMILES,APE1 inh,Apoferritin bind,POLI inh,Pol beta inh,Pol eta inh,BLM inh,POLK inh,BAZ2B inh,G9a inh
O=C(CS(=O)(=O)c1cccc2nsnc12)N1CCN(c2ccccc2F)CC1,·,2%,4%,35%,-20%,-4%,-14%[60.1 µM],-7%,23%[59 µM]
Cc1ccccc1Cn1c(=O)n(CCCCC(=O)NCc2ccccc2Cl)c(=O)c2ccccc21,·,2%,43%[activator],2%,-3%,-4%,-10%,-4%,-36%[59 µM]
CC[C@@]12C(=O)N(c3cccc(Br)c3)C(=O)N1[C@H](c1ccc(Cl)cc1)[C@@H]1C(=O)N(C3CCCCC3)C(=O)[C@@H]12,35%,0%,17%,1%,-26%,-8%,-5%,-7%,-7%
Cc1cc(N2C(=O)CCC2=O)n(-c2ccccc2)n1,-1%,-6%,17%,4%,-16%,-4%,0%,9%,-10%
COC(=O)c1ccc(NC(=O)C2C3C=CC(O3)C2C(=O)O)cc1 (configuration not stated),12%,2%,-3%,5%,5%,0%,-10%,9%,?
Cc1cc(NC(=O)c2ccccc2)n(-c2ccccc2)n1,3%,-3%,8%,2%,-3%,2%,3%,-14%,9%
Nc1nc(NC(=O)c2cccs2)nn1-c1ccccc1,-4%,-3%,?,27%,-3%,-1%,-3%,?,16%[59 µM]
Cc1cc2c(s1)c1cnn(-c3ccccc3)c(=O)c1n2C,-2%&-6%,·,6%,·,-5%,·,-8%,5%,5%[12.7 µM]
O=C(O)CCNC(=O)/C(=C/C=C/c1ccccc1)NC(=O)c1ccccc1,?,-2%,-2%,-1%,-7%,-2%,-9%,-3%,40µM*
Cc1cc(N)n(-c2ccccn2)n1,8%,-3%,-12%[58.9 µM],7%,-6%,-4%,-6%,-13%,17%
Cc1cccc(C(=O)NCc2nnc(SCC(=O)NC3CCCC3)n2C)c1,0%,4%,17%,28%,-8%,-5%,9%,6%,?
Cc1cc2nc(-c3ccc(NC(=O)c4ccccc4F)cc3)oc2cc1C,·,37%[activator],?,-28%,-6%,-4%,-41%,2%,9%[59 µM]
Cc1ccc(S(=O)(=O)N2C(=O)CCC2C(=O)N2CCCCC2)cc1 (configuration not stated),7%,0%,22%,13%,-7%,-1%,-5%,14%,·
CCCC(=O)Nc1ccc(C#Cc2ccccc2)cc1,0%,-6%,5%,12%,-12%,-3%,-2%,13%,39%[59 µM]
CCOC(=O)Cc1cc(=O)[nH]c(/N=C(\N)Nc2ccc(C)c(C)c2)n1,-3%,-13%,18%,3%,-6%,-6%,-5%,-3%,9%
CCCSc1nc2cc(C)c(C)cc2n1CC(C)O (configuration not stated),9%,-10%,78%[activator],9%,-23%,-1%,-3%,?,11µM*
CCn1c(SCC(=O)Nc2cccc(C)c2)nc2nc3c(cc2c1=O)COC(C)(C)C3,3%,1%,95%[activator],16%,-17%,-2%,1%,-20%,10%
Nc1cc(=O)nc(SCC(=O)Nc2ccc(F)cc2)n1-c1ccccc1Cl,·,-7%,20%,18%,-8%,-3%,11%,-18%,-3%[59 µM]
COc1ccc(NS(=O)(=O)c2ccc(N3CCOCC3)c(NC(=O)c3ccccc3Cl)c2)cc1,24%,1%,16%,-1%,-6%,-9%,-17%,-5%,13%[59 µM]
C/C(=N\Nc1cccc2cccnc12)c1ccccc1O,-8%,1%,53%[activator],1%,-22%,-8%,-7%,10%,-10%
O=C(/C=C/c1ccc(O)cc1)c1c(O)cc(O)cc1O,?,?,35%[activator],11%,-20%,-11%&-1%,-10%[19.4 µM],2%,16%[12.7 µM]
CCNC(=S)Nc1sc2c(c1C#N)CCC(C)C2 (configuration not stated),3%,1%,-1%[58.9 µM],-8%,-18%,-1%,-17%,-7%,?
NC(=O)c1ccc2nc(-c3ccc(Oc4ccc(Cl)cc4)cc3)[nH]c2c1,?,67%[activator],·,·,·,0%,?,·,·
CCOC(=O)c1sc(NC(=O)c2nc3nc(C)cc(C(F)F)n3n2)c(C(=O)OC(C)C)c1C,·,-3%,-17%,-10%,89µM*,1%,-20%,?,-28%[59 µM]
CCCn1nnc(NC(=O)c2sc3ccccc3c2Cl)n1,-3%,-10%,6%,2%,3%,1%,-12%[60.1 µM],-6%,-17%[12.7 µM]
COCCNC(=O)CN(C(=O)Cn1nnc2ccccc21)c1ccc(C)c(F)c1,2%,0%,15%,2%,-4%,-4%,1%,11%,-2%[59 µM]
O=C(Nc1cccc(-c2nn[nH]n2)c1)c1ccc(Cl)s1,18%,-2%,21%,?,-5%,-9%,-3%,-21%,?
O=C(C1CCN(c2ccc(N3CCOCC3)nn2)CC1)N1CCN(c2ccc(F)cc2)CC1,-4%,114%[activator],1%[58.9 µM],11%,-13%,-3%,-5%,3%,-9%
CCCCn1c(N)c(N(CCOC)C(=O)COC(=O)COc2cccc(C(C)=O)c2)c(=O)[nH]c1=O,-6%,·,23%,·,-17%,·,-3%,-4%,-3%
Cc1ccc(C(=O)Nc2ccc(N3CCOCC3)c3nonc23)cc1[N+](=O)[O-],4%,2%,37%[activator],?,-24%,-7%,-15%,?,?
CC(C)n1c(SCC(=O)Nc2ccc(F)cc2)nc2c(oc3ccccc32)c1=O,·,-4%,13%,18%,-19%,-9%,5%,1%,6%[59 µM]
CCOC(=O)c1c(C)oc2c1c(C=NC1CCS(=O)(=O)C1)c(O)c1ccccc12 (configuration not stated),-3%,-7%,-12%,-5%,?,-5%,-7%,-1%,-137%
COc1ccc(C[C@@H](NS(=O)(=O)c2ccc(C(=O)O)cc2)C(=O)O)cc1,-5%,3%,·,·,·,4%,·,-4%,-15%[12.7 µM]
COc1ccccc1/C=C\C(=O)NCC(=O)N/N=C(/C)c1cccc([N+](=O)[O-])c1,40%,?,7%,-29%,-16%,-2%,-6%,4%,79µM*
Cc1cc(C(=O)OCC(=O)Nc2c(F)cccc2F)c(C)n1-c1ccccc1,-3%,-9%,5%,-21%,-5%,-9%,-1%,?,-14%
CN(C)S(=O)(=O)Nc1cccc(NC(=O)CC23CC4CC(CC(C4)C2)C3)c1,-12%,?,1%,-4%,-18%,-11%,-6%,1%,5%
CCc1ccccc1OCc1nnc(N)s1,0%,?,1%,-5%,-13%,0%,-3%,8%,8%
COc1ccccc1-n1c(SCC(=O)N(C)C2CCS(=O)(=O)C2)nc2ccccc2c1=O (configuration not stated),21%,-10%,14%,-28%,-15%,-4%,-3%,17%,14%[59 µM]
Cc1ccc(CC(=O)NCC(C)C)cc1,1%,2%,11%,-13%,7%,-2%,-2%,7%,11%[59 µM]
CC(C)c1ccccc1OCCCCCNCCO,-2%,?,14%,-1%,5%,0%,-3%,-32%,?
O=C(NCc1ccco1)c1ccc2c(=O)n(-c3ccccc3)c(=S)[nH]c2c1,-7%,-18%,-5%,8%,1%,-3%,-8%,1%,?
Cc1cc(C(=O)NCc2cc(F)cc3c2OCOC3)nn1C,1%,1%,-10%,-3%,-8%,-2%,-2%,-1%,20%
CC1CCc2nc3ccc(S(=O)(=O)N4CCC(C(=O)O)CC4)cc3c(C(=O)O)c2C1 (configuration not stated),19%,-5%,0%,11%,-13%,5%,-25%,?,32µM*
O=C1C2C3C=CC(CC3)C2C(=O)N1/N=C/c1c[nH]c2ccccc12 (configuration not stated),5%,-20%,8%,5%,-9%,-11%,3%,-2%,-23%
COCCNC(=O)CCc1c(C)nc2c(c(C)nn2-c2ccc(C)cc2)c1C,44%,1%&6%,?,11%&19%,-14%,-2%&-2%,-3%&1%,-3%&-2%,-4%[2.33 µM]
CCOC(=O)c1ccc(NC(=O)CN2C(=O)C(C)SC(C)C2=O)cc1 (configuration not stated),5%,-4%,-7%,2%,-3%,3%,8%,13%,21%[59 µM]

# An excerpt from above in order of the Pol eta inh value, falling:
Compound	APE1 inh	Apoferritin bind	POLI inh	Pol eta inh	BLM inh	POLK inh	BAZ2B inh	G9a inh
CC(C)c1ccccc1OCCCCCNCCO	-2%	?	14%	5%	0%	-3%	-32%	?
O=C(NCc1ccco1)c1ccc2c(=O)n(-c3ccccc3)c(=S)[nH]c2c1	-7%	-18%	-5%	1%	-3%	-8%	1%	?
Cc1cc(C(=O)OCC(=O)Nc2c(F)cccc2F)c(C)n1-c1ccccc1	-3%	-9%	5%	-5%	-9%	-1%	?	-14%
Cc1cc(C(=O)NCc2cc(F)cc3c2OCOC3)nn1C	1%	1%	-10%	-8%	-2%	-2%	-1%	20%
CC1CCc2nc3ccc(S(=O)(=O)N4CCC(C(=O)O)CC4)cc3c(C(=O)O)c2C1 (configuration not stated)	19%	-5%	0%	-13%	5%	-25%	?	32µM*
COc1ccccc1-n1c(SCC(=O)N(C)C2CCS(=O)(=O)C2)nc2ccccc2c1=O (configuration not stated)	21%	-10%	14%	-15%	-4%	-3%	17%	14%[59 µM]
COc1ccccc1/C=C\C(=O)NCC(=O)N/N=C(/C)c1cccc([N+](=O)[O-])c1	40%	?	7%	-16%	-2%	-6%	4%	79µM*

# Four entries already listed, ordered by molecular weight, lowest first:
SMILES,APE1 inh,Apoferritin bind,POLI inh,Pol beta inh,Pol eta inh,BLM inh,POLK inh,BAZ2B inh,G9a inh
O=C(/C=C/c1ccc(O)cc1)c1c(O)cc(O)cc1O,?,?,35%[activator],11%,-20%,-11%&-1%,-10%[19.4 µM],2%,16%[12.7 µM]
CCOC(=O)c1ccc(NC(=O)CN2C(=O)C(C)SC(C)C2=O)cc1 (configuration not stated),5%,-4%,-7%,2%,-3%,3%,8%,13%,21%[59 µM]
COCCNC(=O)CN(C(=O)Cn1nnc2ccccc21)c1ccc(C)c(F)c1,2%,0%,15%,2%,-4%,-4%,1%,11%,-2%[59 µM]
CCCCn1c(N)c(N(CCOC)C(=O)COC(=O)COc2cccc(C(C)=O)c2)c(=O)[nH]c1=O,-6%,·,23%,·,-17%,·,-3%,-4%,-3%
